Assay outcomes: PubChem BioAssay, several laboratories
DAGLB inhibitor – diacylglycerol lipase beta (human) inhibition | HEK293T DAGLB membrane lysate, EnzChek fluorogenic substrate | inhibition, % at 5.17 µM | 0.059% of 340,000 active | AID 504411; in the data active = inhibition above about 34%;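 note: 0% = enzyme with vehicle and 100% = wells lacking enzyme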
RTF Ca sens inh – cardiac RTF calcium desensitization; P19429+P45379; IANBD-labeled cardiac RTF, Ca2+ fluorescence; inhibition, % at 7.15 µM; 0.12% of 340,000 active;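 active = inhibition above the mean inhibition of all tested compounds plus 3 SD, cut at about 17% in these data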;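 note: assay run at fixed EC70 calcium of 1.6 mM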
CAL PDZ FP-1 – blocks peptide binding to human CAL PDZ domain; inhibition, % at 20 µM; 0.02% of 330,000 active; purified CAL PDZ, TMR-peptide fluorescence polarization, 1 h; AID 504414;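 active = highest replicate inhibition of at least 40%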;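 note: plate controls were DMSO neutral control wells for no effect and unlabeled competitor peptide control wells for full effect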
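Material: tagged CAL PDZ protein CerCALP, purified; buffer or medium: sodium phosphate/NaCl buffer pH 7.4 with TCEP, IgG, Thesit; also added: fluorescent TMR peptide probe; schedule: 1 h incubation at room temperature before polarization reading; technique: fluorescence polarization from S- and P-plane intensities, G-factor corrected; control set: unlabelled peptide and DMSO controls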
Keap1 Nrf2 FP – inhibitors of human Keap1-Nrf2 protein-protein interaction | Q14145 | inhibition, % at 9.4 µM | 0.15% of 340,000 active | Keap1 Kelch-Nrf2 peptide fluorescence polarization, 1536-well; in the data active = inhibition above about 12%;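 note: human Keap1 Kelch domain with fluorescein labeled Nrf2 9mer peptide probe; 0% = neutral control wells and 100% = peptide positive control; higher means more block of Keap1 binding to Nrf2 peptide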
Target sequence (Q14145 whole entry, looked up, the tested form may be a part): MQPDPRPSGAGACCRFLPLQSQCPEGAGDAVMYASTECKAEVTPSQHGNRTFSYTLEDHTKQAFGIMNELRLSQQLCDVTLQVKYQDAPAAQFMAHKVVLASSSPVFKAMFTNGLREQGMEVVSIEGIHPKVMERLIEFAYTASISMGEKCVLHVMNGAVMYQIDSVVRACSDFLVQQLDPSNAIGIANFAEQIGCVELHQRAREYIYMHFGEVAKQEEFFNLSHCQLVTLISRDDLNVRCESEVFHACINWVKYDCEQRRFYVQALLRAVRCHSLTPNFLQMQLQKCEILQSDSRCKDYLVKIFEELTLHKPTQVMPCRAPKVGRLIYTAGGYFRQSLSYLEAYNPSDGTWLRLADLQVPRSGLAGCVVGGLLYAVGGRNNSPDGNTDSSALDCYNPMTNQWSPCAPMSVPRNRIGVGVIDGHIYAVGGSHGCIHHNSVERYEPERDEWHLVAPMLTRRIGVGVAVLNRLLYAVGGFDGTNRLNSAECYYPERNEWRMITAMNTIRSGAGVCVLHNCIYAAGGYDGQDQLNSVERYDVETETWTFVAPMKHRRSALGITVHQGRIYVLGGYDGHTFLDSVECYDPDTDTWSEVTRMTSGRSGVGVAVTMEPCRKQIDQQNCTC
CAL PDZ FP-2 – blocks peptide binding to the human CAL PDZ domain | AID 602252 | 0.92% of 300,000 active | Q9HD26 | purified CAL PDZ, TMR-peptide fluorescence polarization, 1 h | inhibition, % at 24.9 µM;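 active = mean inhibition of at least 30% with at least half of replicates also reaching 30%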;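 note: 0% = DMSO neutral control and 100% = excess unlabeled competitor peptide PRC23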
PKA-R2B act – PKA-R2B complex activation. activation, % at 11.4 µM. AID 504700. PKA-R2B holoenzyme dissociation, Cy5-IP20 fluorescence polarization; R2B truncated from residue 108, S112A mutant; 0% DMSO only, 100% 113 µM cGMP. 0.079% of 340,000 active. P22694+P31323;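 active = activation above a cutoff set at the mean over all compounds plus 3 SD, cut at about 18% in these data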;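 note: higher means more holoenzyme dissociation and a rise in polarization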
Target sequence (P31323 whole entry, looked up, other chains not shown, the tested form may be a part): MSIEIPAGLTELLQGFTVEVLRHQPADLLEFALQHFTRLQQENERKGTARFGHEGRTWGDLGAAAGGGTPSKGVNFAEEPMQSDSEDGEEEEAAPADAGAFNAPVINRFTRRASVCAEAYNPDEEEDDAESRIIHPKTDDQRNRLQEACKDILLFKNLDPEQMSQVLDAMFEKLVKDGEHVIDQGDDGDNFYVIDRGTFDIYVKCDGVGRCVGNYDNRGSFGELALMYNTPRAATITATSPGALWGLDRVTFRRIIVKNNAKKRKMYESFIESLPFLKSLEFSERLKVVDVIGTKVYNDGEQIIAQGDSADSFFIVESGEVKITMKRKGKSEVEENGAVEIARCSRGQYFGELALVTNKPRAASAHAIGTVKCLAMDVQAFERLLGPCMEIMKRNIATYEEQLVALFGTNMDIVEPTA
LANA DNA inh – inhibitors of KSHV LANA C-terminal domain DNA binding; inhibition, % at 9 µM; MBP-C-LANA/FAM-LBS DNA binding, fluorescence polarization; 0.078% of 340,000 active; AID 504423;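 active = highest replicate inhibition at or above 60% at 9 µM, even if other replicates fall short; inactive = all replicates below 60% inhibition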;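 note: 0% = neutral control wells and 100% = 4 µM acridine orange control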
RTF Ca sens act – increases calcium sensitivity of human cardiac regulated thin filaments. P19429+P45379. IANBD-labeled TnC RTF fluorescence at EC20 calcium; 0% EC20 calcium, 100% full calcium. activation, % at 7.2 µM. 0.24% of 340,000 active;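 active = activation above the mean over all tested compounds plus 3 SD, cut at about 30% in these data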;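 note: rise in fluorescence read as greater calcium sensitivity of cardiac thin filaments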
SR-BI uptake up – activators of SR-BI mediated HDL lipid uptake. CHO ldlA[mSR-BI] cells, DiI-HDL uptake fluorescence, 3 h; 100 = double the neutral-control signal. 0.096% of 320,000 active. activation, % at 12.5 µM;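 active = mean replicate activation of at least 60% and every replicate at or above 60%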;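 note: 0% = median plate neutral-control signal and 100% = twice that signal; values of inactives mirror those of a sister screen read the other way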
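system = CHO ldlA[mSR-BI] cells, LDL receptor-null, SR-BI overexpressing | medium = Ham's F12 with 0.5% BSA, HEPES 25 mM, pH 7.4 | probe or stimulus = DiI-HDL 10 µg/mL | compound dosing = single-point compound dose | incubation = compound exposure 3 h, 37 °C | technique = DiI fluorescence, bottom read | read-out = cell-associated DiI fluorescence as measure of HDL uptake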
Rtt109 HAT inh – blocks Candida albicans Rtt109/Vps75 acetyltransferase activity | 0.16% of 330,000 active | inhibition, % at 34.9 µM | AID 540336 | purified Rtt109/Vps75, ThioGlo CoA-SH fluorescence, 4 h;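 active = inhibition of at least 50% in every replicate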
* = called active by the depositor. Rows are unselected. Share with any hit: about 1.6%.

NC(=O)C1CCN(c2nc(-c3ccc(F)cc3)cs2)CC1 was read as DAGLB inhibitor 4, RTF Ca sens inh -9, CAL PDZ FP-1 -8.8, Keap1 Nrf2 FP 3, CAL PDZ FP-2 0, PKA-R2B act 8, LANA DNA inh -3.0, RTF Ca sens act 7, SR-BI uptake up -4 and Rtt109 HAT inh 0.
For Cc1ccc(CC(=O)NCc2ccc3c(c2)OCO3)cc1 the results were DAGLB inhibitor 0, RTF Ca sens inh -1, CAL PDZ FP-1 -2.5, Keap1 Nrf2 FP -2, CAL PDZ FP-2 2, PKA-R2B act -9, LANA DNA inh 1.0, RTF Ca sens act -4, SR-BI uptake up 6 and Rtt109 HAT inh -10.
`CN1CCC(=O)N([C@H](CSc2ccccc2)c2ccccc2)CC1` gave DAGLB inhibitor -2, RTF Ca sens inh 8, CAL PDZ FP-1 0.5, Keap1 Nrf2 FP -4, CAL PDZ FP-2 -5, PKA-R2B act -13, LANA DNA inh 1.0, RTF Ca sens act -1, SR-BI uptake up 3 and Rtt109 HAT inh 10.
For COc1ccccc1NC(=S)NC(=O)CCCOc1ccc(Cl)cc1Cl the results were DAGLB inhibitor -8, RTF Ca sens inh -1, CAL PDZ FP-1 -1.8, Keap1 Nrf2 FP 6, CAL PDZ FP-2 -2, PKA-R2B act 7, LANA DNA inh 0.4, RTF Ca sens act -1 and SR-BI uptake up 9.
COC(=O)c1ccc(N2CCN(S(=O)(=O)c3c(C)cc(C)cc3C)CC2)c([N+](=O)[O-])c1 was read as DAGLB inhibitor -1, RTF Ca sens inh -8, CAL PDZ FP-1 -0.7, Keap1 Nrf2 FP 1, CAL PDZ FP-2 0, PKA-R2B act 18*, LANA DNA inh -0.8, RTF Ca sens act 11 and Rtt109 HAT inh 6.
Screening O=C(NCc1ccccn1)C1CCCN(Cc2cnn(-c3ccccc3)c2-n2cccc2)C1 (stereo not given) returned DAGLB inhibitor 2, RTF Ca sens inh -13, CAL PDZ FP-1 -3.9, Keap1 Nrf2 FP 0, CAL PDZ FP-2 -10, PKA-R2B act -13, LANA DNA inh -1.7, RTF Ca sens act -3, SR-BI uptake up -4 and Rtt109 HAT inh 9.
`CCNS(=O)(=O)c1ccc(NC(=O)c2cc(C(F)(F)F)nn2C)cc1` gave DAGLB inhibitor -2, RTF Ca sens inh 2, CAL PDZ FP-1 -0.8, Keap1 Nrf2 FP -4, CAL PDZ FP-2 -2, PKA-R2B act -3, LANA DNA inh 0.2, RTF Ca sens act -5, SR-BI uptake up -21 and Rtt109 HAT inh 2.
CC(C)=CCC/C(C)=C/C=N/NC(=O)c1ccc([N+](=O)[O-])cc1 was read as DAGLB inhibitor -1, RTF Ca sens inh 9, CAL PDZ FP-1 -1.3, Keap1 Nrf2 FP -7, CAL PDZ FP-2 -3, PKA-R2B act -18, LANA DNA inh -0.7, RTF Ca sens act 4, SR-BI uptake up -56 and Rtt109 HAT inh -2.
O=C(CNC(=O)C12CC3CC(CC(C3)C1)C2)OCC(=O)N1CCCCC1 was read as DAGLB inhibitor 4, RTF Ca sens inh -10, CAL PDZ FP-1 -2.3, Keap1 Nrf2 FP -3, CAL PDZ FP-2 -1, PKA-R2B act -6, LANA DNA inh 0.7, RTF Ca sens act 22, SR-BI uptake up 3 and Rtt109 HAT inh -2.
`Cc1ccc(NC(=O)NCC2CCN(Cc3cccc(Cl)c3)CC2)c(Cl)c1` gave DAGLB inhibitor -2, RTF Ca sens inh -9, CAL PDZ FP-1 -1.3, Keap1 Nrf2 FP 1, CAL PDZ FP-2 -4, PKA-R2B act -11, LANA DNA inh 0.9, RTF Ca sens act 6, SR-BI uptake up -29 and Rtt109 HAT inh -5.
`CCOC(=O)c1sc(-c2ccc(C)cc2)c(C#N)c1C` gave DAGLB inhibitor -6, RTF Ca sens inh 0, CAL PDZ FP-1 -0.7, Keap1 Nrf2 FP -1, CAL PDZ FP-2 5, PKA-R2B act -16, LANA DNA inh 1.1, RTF Ca sens act 1, SR-BI uptake up -32 and Rtt109 HAT inh 9.
COc1ccc(NC(=O)N2CCC(Cc3ccccc3)CC2)cc1 was read as DAGLB inhibitor -9, RTF Ca sens inh -4, CAL PDZ FP-1 -3.4, Keap1 Nrf2 FP 2, CAL PDZ FP-2 -3, PKA-R2B act -1, LANA DNA inh -0.5, RTF Ca sens act -8 and SR-BI uptake up -17.
Screening Cc1ccc(CCNC(=O)C23C[C@H]4C[C@@H](C2)CC(n2nnc(C)n2)(C4)C3)cc1 returned DAGLB inhibitor -1, RTF Ca sens inh 3, CAL PDZ FP-1 -2.8, Keap1 Nrf2 FP 5, CAL PDZ FP-2 3, PKA-R2B act 7, LANA DNA inh 0.0, RTF Ca sens act -5 and Rtt109 HAT inh 0.
Screening CC(=O)Nc1ccc(S(=O)(=O)Nc2ccc(-n3cnnn3)cc2)cc1 returned DAGLB inhibitor -1, RTF Ca sens inh -3, CAL PDZ FP-1 -1.1, Keap1 Nrf2 FP -3, CAL PDZ FP-2 -3, PKA-R2B act 3, LANA DNA inh 1.7, RTF Ca sens act 1, SR-BI uptake up -53 and Rtt109 HAT inh -2.
`CC1CCN(CC(=O)N2CCCc3c2c(=O)oc2ccc(OCc4ccccc4)cc32)CC1` gave DAGLB inhibitor -8, RTF Ca sens inh -13, CAL PDZ FP-1 -1.9, Keap1 Nrf2 FP 2, CAL PDZ FP-2 -1, PKA-R2B act 3, LANA DNA inh -1.1, RTF Ca sens act -1, SR-BI uptake up -24 and Rtt109 HAT inh -3.
COc1ccc(C(=O)NN/C(C)=C/C(=O)C(F)(F)C(F)(F)C(F)(F)F)cc1 was read as DAGLB inhibitor 2, RTF Ca sens inh -8, CAL PDZ FP-1 -2.9, Keap1 Nrf2 FP -7, CAL PDZ FP-2 -3, PKA-R2B act -8, LANA DNA inh 1.2, RTF Ca sens act 7, SR-BI uptake up -18 and Rtt109 HAT inh 0.
Screening COCCn1c(SCC(=O)Nc2ccccc2)nc2c1c(=O)[nH]c(=O)n2C returned DAGLB inhibitor 0, RTF Ca sens inh -2, CAL PDZ FP-1 -1.3, Keap1 Nrf2 FP -1, PKA-R2B act 2, LANA DNA inh 0.7, RTF Ca sens act -7, SR-BI uptake up 20 and Rtt109 HAT inh -7.
c1ccc(C(CN2CCCCC2)Oc2ccccn2)cc1 (stereo not given) was read as DAGLB inhibitor -2, RTF Ca sens inh 6, CAL PDZ FP-1 -0.2, Keap1 Nrf2 FP 1, PKA-R2B act -5, LANA DNA inh 0.5, RTF Ca sens act -3, SR-BI uptake up 12 and Rtt109 HAT inh 7.
Screening CCOc1ccccc1NC(=O)c1cc(S(=O)(=O)N2CCOCC2)ccc1C returned DAGLB inhibitor 1, RTF Ca sens inh 0, CAL PDZ FP-1 -0.9, Keap1 Nrf2 FP 1, CAL PDZ FP-2 -2, PKA-R2B act -1, LANA DNA inh 2.7, RTF Ca sens act -2, SR-BI uptake up -42 and Rtt109 HAT inh -4.
Screening CCCCCn1c(SCC(=O)c2ccccc2)nc2cc(C(=O)NCc3ccco3)ccc2c1=O returned DAGLB inhibitor -1, RTF Ca sens inh -1, CAL PDZ FP-1 0.4, Keap1 Nrf2 FP -3, CAL PDZ FP-2 -5, PKA-R2B act 1, LANA DNA inh 0.3, RTF Ca sens act -3, SR-BI uptake up 25 and Rtt109 HAT inh 1.
Screening O=C(Nc1cccc2ncccc12)c1cc([N+](=O)[O-])ccc1Cl returned DAGLB inhibitor -2, RTF Ca sens inh -2, CAL PDZ FP-1 0.6, Keap1 Nrf2 FP -1, CAL PDZ FP-2 1, PKA-R2B act 0, LANA DNA inh -0.6, RTF Ca sens act -2, SR-BI uptake up -8 and Rtt109 HAT inh -1.
Screening CC(OC(=O)c1cc2sccc2n1C)C(=O)NCCc1ccccc1 (stereo not given) returned DAGLB inhibitor -10, RTF Ca sens inh 2, CAL PDZ FP-1 -3.0, Keap1 Nrf2 FP 3, CAL PDZ FP-2 -3, PKA-R2B act 0, LANA DNA inh 7.3, RTF Ca sens act -1 and SR-BI uptake up 12.
Screening CCN(CC(=O)Nc1c(F)cccc1F)C(=O)CSc1nc2ccccc2o1 returned DAGLB inhibitor 1, RTF Ca sens inh -33, CAL PDZ FP-1 -3.4, Keap1 Nrf2 FP -2, CAL PDZ FP-2 -3, PKA-R2B act 8, LANA DNA inh -0.4, RTF Ca sens act 5, SR-BI uptake up -9 and Rtt109 HAT inh 0.
Screening Fc1ccc(/C=N/n2c(-c3cccs3)n[nH]c2=S)cc1 returned DAGLB inhibitor 1, RTF Ca sens inh -9, CAL PDZ FP-1 -1.5, Keap1 Nrf2 FP -4, CAL PDZ FP-2 -2, PKA-R2B act -5, LANA DNA inh -1.4, RTF Ca sens act -2 and Rtt109 HAT inh 3.
Screening O=C(O)c1cnn(-c2nc(-c3cccc(F)c3)cs2)c1C(F)(F)F returned DAGLB inhibitor 4, RTF Ca sens inh 3, CAL PDZ FP-1 -0.6, Keap1 Nrf2 FP 4, PKA-R2B act -8, LANA DNA inh -0.6, RTF Ca sens act 3, SR-BI uptake up 0 and Rtt109 HAT inh -4.
CCOC(=O)c1cc2ccc(OC)c(OC)c2c(=O)s1 was read as DAGLB inhibitor -2, RTF Ca sens inh -11, CAL PDZ FP-1 -0.6, Keap1 Nrf2 FP -1, CAL PDZ FP-2 -2, PKA-R2B act -9, LANA DNA inh 0.8, RTF Ca sens act 4, SR-BI uptake up -4 and Rtt109 HAT inh 6.
Screening Cc1ccc(NC(=O)Cn2nc(-c3ccccc3)nc2-c2ccccc2)c(C)c1 returned DAGLB inhibitor -2, RTF Ca sens inh -7, CAL PDZ FP-1 -0.9, Keap1 Nrf2 FP 2, CAL PDZ FP-2 0, PKA-R2B act -2, LANA DNA inh -1.7, RTF Ca sens act 3, SR-BI uptake up -13 and Rtt109 HAT inh -2.
For COc1ccc(/C=N/Nc2cc(N3CCOCC3)nc(C)n2)c(OC)c1 the results were DAGLB inhibitor 3, RTF Ca sens inh -5, CAL PDZ FP-1 1.0, Keap1 Nrf2 FP 0, CAL PDZ FP-2 2, PKA-R2B act -1, LANA DNA inh -12, RTF Ca sens act -3, SR-BI uptake up -53 and Rtt109 HAT inh -6.
